NCI-60 one-dose screen, 48 h, at 10 µM unless noted. Numbers give growth in % (100 = growth as untreated, 0 = no growth, -100 = all killed).
SK-MEL-2: SK-MEL-2 melanoma. 4.7% of 77,000 active
MDA-MB-231: MDA-MB-231 breast cancer; 5% of 81,000 active; AID 1794789
MALME-3M: MALME-3M melanoma; 5.8% of 78,000 active
LOX IMVI: LOX IMVI melanoma; 7.4% of 79,000 active
BT-549: BT-549 breast cancer; AID 1794793; 4.4% of 78,000 active
MCF7: MCF7 breast cancer; 6.3% of 82,000 active; AID 1794796
HS 578T: HS 578T breast cancer | 4.1% of 78,000 active
T-47D: T-47D breast cancer; 5% of 79,000 active; AID 1794792
An asterisk follows results filed as active; nt = no result given; & = joins results of further samples. The calls were made as follows: active = growth percent below 10; inactive = the rest.

structure	SK-MEL-2	MDA-MB-231	MALME-3M	LOX IMVI	BT-549	MCF7	HS 578T	T-47D
CCOC(=O)C1=C(C)NC(C)=C(C(=O)OCC)C1c1ccncc1	111	105	98	94	94	103	96	88
COc1ccc(Cn2cc3c(c2-c2ccc(OC)cc2)CCc2c(CO)noc2-3)cc1	91	108	82	101	99	102	88	88
O=Cc1ccc(OCc2ccccc2)cc1	103	109	102	97	nt	102	116	103
CCC1(OC(=O)c2ccccc2SSCCOC(=O)CCCCC2SCC3NC(=O)NC32)C(=O)OCc2c1cc1n(c2=O)Cc2cc3ccccc3nc2-1 (stereo unspecified)	103	83	56	34	49	27	83	34
Nc1ncnc2nc(NCc3ccccc3)[nH]c12	100	102	106	108	104	100	99	86
O=c1[nH]c(=O)n2c(c1-c1ccccc1)OC(CBr)C2 (stereo unspecified)	103	112	96	97	97	96	106	96
N#C/C(=C\c1ccc(-c2ccccc2Cl)o1)C(=O)Nc1ncc(Cc2ccc(Cl)cc2)s1	107	105	96	98	133	96	105	93
O=C(Cn1nncc1CN1C(=O)CSC1=O)Nc1ccccc1F	106	101	100	96	94	92	100	101
O=C(NCCNc1nccc(-c2c(-c3cccc(O)c3)nc3sccn23)n1)Nc1ccccc1	98	86	36	80	96	94	nt	74
COc1cc(-c2cc(-c3ccc(Br)cc3)c(C#N)c(N)n2)cc(OC)c1OC	102	96	101	100	87	92	102	98
CCOC(=O)C1=C(CN(C2CCCCC2)C2CCCCC2)N(C)C(=O)NC1c1ccccc1 (stereo unspecified)	79	87	87	88	101	64	85	54
CSc1nc(SC)nc(SC)n1	130	124	126	105	119	108	130	103

Among those listed so far, two have an NH in an aromatic ring:
structure	SK-MEL-2	MDA-MB-231	MALME-3M	LOX IMVI	BT-549	MCF7	HS 578T	T-47D
Nc1ncnc2nc(NCc3ccccc3)[nH]c12	100	102	106	108	104	100	99	86
O=c1[nH]c(=O)n2c(c1-c1ccccc1)OC(CBr)C2 (stereo unspecified)	103	112	96	97	97	96	106	96

Later entries
structure	SK-MEL-2	MDA-MB-231	MALME-3M	LOX IMVI	BT-549	MCF7	HS 578T	T-47D
Clc1cccc(/C=N/Nc2nc(N/N=C/c3cccc(Cl)c3Cl)nc(N3CCOCC3)n2)c1Cl	86	86	97	68	100	75	109	55
O=C(/C=C/c1cccc([N+](=O)[O-])c1)OCc1ccc2cc1OCC#C/C=C\C#CCO2	93	99	162	94	nt	nt	111	92
COc1cccc2occ(/C=N/N=c3/sc(C(C)=O)nn3-c3ccc(Cl)cc3)c(=O)c12	108	95	105	97	107	77	97	nt
Cc1ccc(/C=C/c2c(C(N)=O)c(C)nc3ccccc23)cc1	98	90	102	95	114	96	95	95
O=C(CCN1C(=O)CCC1=O)Nc1ncc(Cc2cccc(Cl)c2)s1	114	99	104	93	109	94	106	90
N#CCCN1C/C(=C/c2ccc(Cl)cc2)C(=O)/C(=C/c2ccc(Cl)cc2)C1	19	-18*	-53*	-80*	-25*	-10*	-9.2*	8.7*
O=C(C[C@]1(O)C(=O)Nc2ccccc21)c1ccc(O)cc1O	105	89	76	92	95	88	97	103
CCCSc1nc2ccccc2cc1/C=[N+](\[O-])c1ccccc1	86	75	85	31	85	31	67	76
NCC(=O)CCC(=O)O	126	107	101	100	110	nt	108	100
CCOC(=O)/C(N=Nc1c(C(=O)O)ccc2c1C(=O)c1ccccc1C2=O)=C(\C)O	106	90	115	94	98	99	109	98
CC(=O)N(C)c1ccccc1O	105	99	101	95	90	95	105	103
Nc1nc(Nc2ccccc2Cl)cc(=O)[nH]1	108	108	123	104	135	99	92	103

Reprinted at random: 6 compounds from above.
structure	SK-MEL-2	MDA-MB-231	MALME-3M	LOX IMVI	BT-549	MCF7	HS 578T	T-47D
COc1cccc2occ(/C=N/N=c3/sc(C(C)=O)nn3-c3ccc(Cl)cc3)c(=O)c12	108	95	105	97	107	77	97	nt
N#C/C(=C\c1ccc(-c2ccccc2Cl)o1)C(=O)Nc1ncc(Cc2ccc(Cl)cc2)s1	107	105	96	98	133	96	105	93
O=c1[nH]c(=O)n2c(c1-c1ccccc1)OC(CBr)C2 (stereo unspecified)	103	112	96	97	97	96	106	96
Cc1ccc(/C=C/c2c(C(N)=O)c(C)nc3ccccc23)cc1	98	90	102	95	114	96	95	95
CCOC(=O)/C(N=Nc1c(C(=O)O)ccc2c1C(=O)c1ccccc1C2=O)=C(\C)O	106	90	115	94	98	99	109	98
Nc1ncnc2nc(NCc3ccccc3)[nH]c12	100	102	106	108	104	100	99	86

Additional records:
structure	SK-MEL-2	MDA-MB-231	MALME-3M	LOX IMVI	BT-549	MCF7	HS 578T	T-47D
CC(COc1ccc(Cl)cc1Cl)OC(=O)COc1ccc(Cl)cc1Cl (stereo unspecified)	nt	108	102	95	119	112	105	93
O=C1C=C(N2CCCCC2)C(=O)c2ccccc21	92	78	94	87	104	82	98	92
CCOC(=O)c1c(C)[nH]c(C(=O)O)c1C	119	109	124	106	110	99	nt	120
COc1ccc(C2=Cc3[nH][nH]c(=O)c3C(c3ccc(OC)cc3)C2)cc1 (stereo unspecified)	95	89	95	95	88	96	96	69
O=S(=O)(O)c1cc(Cl)cc(N=Nc2ccc(O)cc2O)c1O	100	86	89	95	109	105	104	nt
Cn1c(=O)c2c(nc3n2CCN3CCc2ccc(O)c(O)c2)n(C)c1=O	93	96	92	94	95	93	106	91
CS(=O)(=O)c1ccc(-n2nc(-c3ccc(Oc4ccccc4)cc3)c3ccccc3c2=O)cc1	108	98	nt	nt	90	87	90	77
O=C1CCCCCN1C(=O)c1ccccc1	105	106	108	95	102	104	113	108
COc1ccc(-c2cn(-c3ccc(Cl)cc3)c(SCC(=O)c3ccc([N+](=O)[O-])cc3)n2)cc1	74	80	88	89	90	82	41	83
CC(C)(CNC1CCCCC1)OC(=O)c1ccc(N)cc1	103	118	95	77	109	105	nt	90
Clc1cccc(N=Cc2ccc3c(c2)OCO3)c1Cl	99	99	112	99	88	105	112	101
O=C1/C(=C/c2ccc(OCc3ccccc3)cc2)Oc2cc(OCCN3CCCCC3)ccc21	112	81	68	52	85	65	nt	63

Part of the list above, as labelled records.
CC(COc1ccc(Cl)cc1Cl)OC(=O)COc1ccc(Cl)cc1Cl (stereo unspecified)
- SK-MEL-2 = nt
- MDA-MB-231 = 108
- MALME-3M = 102
- LOX IMVI = 95
- BT-549 = 119
- MCF7 = 112
- HS 578T = 105
- T-47D = 93

O=C1C=C(N2CCCCC2)C(=O)c2ccccc21
- SK-MEL-2 = 92
- MDA-MB-231 = 78
- MALME-3M = 94
- LOX IMVI = 87
- BT-549 = 104
- MCF7 = 82
- HS 578T = 98
- T-47D = 92

More structures follow:
structure	SK-MEL-2	MDA-MB-231	MALME-3M	LOX IMVI	BT-549	MCF7	HS 578T	T-47D
CCCCCCCCCC1OCC(C)O1 (stereo unspecified)	104	105	96	96	101	101	129	nt
CC(=O)OCC(=O)[C@@]1(O)CCC2C3CCC4=CC(=O)CC[C@]4(C)C3[C@@H](O)C[C@@]21C (stereo partly specified)	109	80	88	101	76	97	124	110
Cc1ccc(C2=NN(c3ccc(S(N)(=O)=O)cc3)C(=O)CC2)c(C)c1	106	99	100	92	106	102	104	93
O=S(O)c1cccs1	98	113	115	107	99	104	124	107
CC(=O)OCc1ccccn1	105	107	99	102	101	97	93	90
O=C(O)Cc1ccc(C(=O)O)cc1	110	92	95	98	98	89	103	85
N#Cc1c(NCc2ccc(Cl)cc2)oc(-c2ccccc2)c1-c1ccccc1	91	89	108	79	105	83	90	66
O=C(OCc1ccc2cccc(O)c2n1)c1cc2cc(F)ccc2[nH]1	102	99	107	95	99	70	85	76
C=CCNC(=O)OC(C)C	110	108	117	100	112	96	99	98
COc1ccc(C(=O)c2cc(C)c(OC)c(C)c2)c(OC)c1N(C(=O)CCl)C(=O)CCl	28	-1.6*	50	14	3.0*	14	23	51
CSc1ccc2c(c1)N(C(=O)/C(C#N)=C/C=C/c1ccccc1)c1ccccc1S2	94	105	nt	64	87	42	85	53
COc1cc(C=NCc2ccccc2)ccc1O	106&104	72&95	130&99	62&96	103&98	96&95	104&104	91&101
CCOc1cc(/C=N/N=C2c3ccccc3-c3ccccc32)ccc1O	100	93	138	87	122	85	112	69
C=CN1C(=O)NC(C)(CC(C)C)C1=O (stereo unspecified)	104	107	104	103	106	100	nt	100
CCN(CC)CCCNc1cc(OC)cc2ccc(OC)nc12	104	65	nt	93	101	58	107	58
COc1ccc(-c2cc(-c3cc(-c4ccc(OC)cc4)on3)no2)cc1	109	103	108	nt	101	99	104	104
O=[N+]([O-])c1cccc(/C=N/N2CCCCCC2)c1	101	88	nt	92	95	81	117	105
CCCNS(=O)(=O)c1cc(C(=O)Nc2cccc(NC(=O)c3cc(S(=O)(=O)NCCC)c(O)c(O)c3O)c2)c(O)c(O)c1O	93	111	109	97	100	95	107	89
C#CCOc1ccc(C(Nc2ccc(F)c(Br)c2)c2nnnn2C2CCCCC2)cc1OC (stereo unspecified)	88	70	79	79	80	58	63	69
CCN1C(=S)N(CC)C2C1NC(=O)N2/N=C/C=C/c1ccccc1OC (stereo unspecified)	91	91	74	88	96	68	95	90
Cc1[nH]c2ncnc(Nc3ccc(NC(=O)Nc4cccc(Cl)c4)cc3)c2c1C	94	84	108	90	94	73	88	70
COc1ccc(OC)c(Nc2nc(SC(C)C)nc(-c3ccccc3)c2C#N)c1	109	94	82	103	108	96	97	94
CCCCCCn1c(-c2ccc(C(=O)O/N=C(\N)c3ccc4ccccc4c3)cc2)nc(-c2ccccc2)c1-c1ccccc1	89	64	72	-89*	80	38	47	29
N/N=C(\N)c1c(N)nc(=S)[nH]c1-c1ccc(Cl)cc1Cl	109	95	92	106	100	96	100	93

Additional structures follow:
Fields: SK-MEL-2	MDA-MB-231	MALME-3M	LOX IMVI	BT-549	MCF7	HS 578T	T-47D
- O=C(Nc1nc(C(=O)N2CCN(C(c3ccccc3)c3ccccc3)CC2)cs1)c1ccc(NC2CCCCC2)c([N+](=O)[O-])c1
 : 104	71	89	91	82	81	90	60
- CC(=O)c1ccc(S(=O)(=O)N(C)c2oc(-c3cccc4ccccc34)nc2C#N)cc1
 : 100	103	93	nt	93	94	99	72
- C/C=C(/C)c1ccccc1
 : 97	nt	96	94	80	101	101	nt
- CN1CCc2c(c3cccc4c3n2Cc2ccccc2O4)C1
 : 112	87	99	94	79	81	70	95
- CSc1ccccc1NC(=O)c1ccc2nn(/C(C#N)=C/c3ccccn3)nc2c1
 : -67*	nt	-89*	nt	-98*	-82*	nt	-78*
- O=C(NCc1ccc(Cl)cc1Cl)C1CC(=O)N(C(=O)Nc2ccc(Cl)nc2)C1 (stereo unspecified)
 : 101	99	104	99	95	87	114	nt
- Cc1ccc(-c2cc(-c3cc4ccccc4nc3Cl)[nH]c(=S)n2)cc1
 : 12	nt	46	54	7.7*	47	32	57
- COC(=O)C1=C(C(=O)ONCCN(C)C)C2C=CC1(C(Cc1ccccc1)Nc1ccc(F)cc1)O2 (stereo unspecified)
 : 97	108	-9.2*	96	122	98	125	-0.8*
- COc1ccc(N2C(=O)CC(Sc3ccccc3N)C2=O)cc1 (stereo unspecified)
 : 88	103	95	98	98	96	99	93
- CN(C)CCC(=O)c1ccc(Cl)cc1
 : 118&115	107&105	122&106	92&113	99&107	86&91	112	97&110
- COc1ccc(/C=C2\SC(=O)N(Cc3cc(=O)oc4ccc(C)cc34)C2=O)cc1
 : 106	110	nt	104	105	96	100	88
- COc1ccc(-c2cc(-c3nc4ccc(OC)cc4[nH]3)[nH]n2)cc1
 : 91	83	89	nt	79	77	92	60
- CN(CCC#N)C(=O)Nc1ccccc1
 : 99	116	100	96	102	100	105	97
- CCN(CC)CC(=O)Nc1c(C)cccc1C
 : 104	108	93	100	97	97	110	107
- Cc1ccc(S(=O)(=O)Nc2ccccc2C(N)=O)cc1
 : 115	112	105	102	97	nt	109	99
- Nc1nc(-c2ccc(Cl)cc2)cc(-c2cc(-c3ccc(Cl)cc3)nc(N)n2)n1
 : 105	98	99	101	123	95	101	98
- Cc1c2cccnc2c(C)c2c1c1cc(CO)ccc1n2C
 : 30	20	17	9.0*	35	6.9*	48	17
- CC1=CCC23CCC4C(C)(C)CCC[C@]45C[C@]24C1C[C@@H]1C(C)(C)OC(=C(C(C)C)C3=O)[C@@]14O5 (stereo partly specified)
 : 81	87	88	92	99	92	101	84

Bioassay records as filed in PubChem BioAssay.
